L3MBTL1 block – L3MBTL1 (human) inhibition | Q9Y468 | AlphaScreen L3MBTL1–H3K9me1 peptide binding | Potency, µM (top dose mostly 57.1 µM), for the others: at the top dose activity, negative = inhibition, hits mostly inhibitors | 230,000 tested, 0.66% active; active = well fitted inhibition curve with a large enough effect; inconclusive = small, poorly fitted or top-dose-only effect; inactive = no such curve, though single readings can be large or run the other way; note: nearly all actives have a fitted effect of over 60% in size
Target sequence (Q9Y468 whole entry, looked up): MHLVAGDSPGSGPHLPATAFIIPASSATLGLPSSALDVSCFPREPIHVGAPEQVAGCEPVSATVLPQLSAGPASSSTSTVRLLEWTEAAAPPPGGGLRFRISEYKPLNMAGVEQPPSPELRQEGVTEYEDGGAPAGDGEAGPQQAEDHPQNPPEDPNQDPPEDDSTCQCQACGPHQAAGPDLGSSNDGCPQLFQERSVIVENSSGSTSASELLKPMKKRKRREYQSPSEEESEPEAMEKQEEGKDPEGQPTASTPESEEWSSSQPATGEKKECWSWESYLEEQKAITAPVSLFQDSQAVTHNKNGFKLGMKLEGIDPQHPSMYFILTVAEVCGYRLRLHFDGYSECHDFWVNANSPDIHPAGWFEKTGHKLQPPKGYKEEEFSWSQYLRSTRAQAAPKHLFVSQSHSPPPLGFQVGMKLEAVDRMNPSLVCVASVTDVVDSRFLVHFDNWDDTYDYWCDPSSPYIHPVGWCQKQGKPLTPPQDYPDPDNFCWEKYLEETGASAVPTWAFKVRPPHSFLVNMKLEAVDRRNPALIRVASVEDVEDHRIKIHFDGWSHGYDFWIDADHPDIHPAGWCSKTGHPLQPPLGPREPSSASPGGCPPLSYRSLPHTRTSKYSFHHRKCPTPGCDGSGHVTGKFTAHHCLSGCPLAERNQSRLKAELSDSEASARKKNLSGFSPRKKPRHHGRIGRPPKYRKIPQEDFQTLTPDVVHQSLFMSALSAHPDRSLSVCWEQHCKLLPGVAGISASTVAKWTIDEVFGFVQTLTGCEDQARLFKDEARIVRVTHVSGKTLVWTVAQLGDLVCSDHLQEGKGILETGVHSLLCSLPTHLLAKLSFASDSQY
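L3MBTL1 50 nM + b-AHA-H3(1-15)K9me1 75 nM, 30 min RT; compound added, 30 min RT; streptavidin donor/Ni-chelate acceptor beads 10 ug/mL each final, 30 min RT dark; AlphaScreen read.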
* = called active by the depositor; u = inconclusive; & = joins results of further samples; [ ] = another dose, or the depositor's remark. % is set by controls: 0 for no effect and ±100 for the full control effect; potency is the fitted concentration of half-maximal effect.

SMILES	L3MBTL1 block
C/C(=C/CCC(C)(O)C1CC[C@@]2(C)[C@@H]3CC=C4[C@@H](CC[C@H](O[C@H]5O[C@@H](CO)[C@H](O)[C@@H](O)[C@@H]5O)C4(C)C)[C@]3(C)C(=O)C[C@]12C)CO[C@@H]1O[C@H](CO)[C@@H](O)[C@H](O)[C@H]1O (some centres not stated)	2%
CCOc1ccc(OCC)c(NC(=O)CN2CCN(CC(=O)NC(C)C)CC2)c1	65%[activator]
Cc1ccc(S(=O)(=O)N(C)C)cc1NC(=O)CSc1nc2ncc(Cl)cc2[nH]1	8%
Cc1noc(C)c1NC(=O)N(C)C[C@H]1Oc2c(NC(=O)Cc3ccccc3)cccc2C(=O)N([C@H](C)CO)C[C@@H]1C	28%
CCN(C(=O)COC(=O)c1ccc[nH]c1=O)c1cccc2ccccc12	8%
Cc1ccc(C)c(S(=O)(=O)N2CCN(CC(=O)NC(C)c3ccccc3)CC2)c1 (configuration not stated)	-6%
Cc1cccc(NC(=O)CSCC(=O)N(C)CC(=O)Nc2cccc(F)c2)c1	-6%
CCOC(=O)N1CCN(C(=O)c2ccc3c(c2)N(Cc2ccccc2)CCS3)CC1	-4%
CCCN(C(=O)C1CSC2(C)CCC(=O)N12)c1c(N)n(Cc2ccccc2)c(=O)[nH]c1=O (configuration not stated)	-3%
CCN1CCN(Cc2ccc(NC(=O)c3cc(NC(=O)c4cncc(-c5cccs5)c4)cc(OC)c3)cc2C(F)(F)F)CC1	u
COc1ccccc1N1CCN(S(=O)(=O)CCNC(=O)Cc2ccc(F)cc2)CC1	3%
O=C1c2ccccc2C(=O)N1CCC#Cc1ccc2cc(CCCO)oc(=O)c2c1	6%
CCOC(=O)[C@@H]1[C@H]2COc3cc(OC)ccc3[C@@H]2N2C(=O)N(c3cccc(C)c3)C(=O)[C@]12C	1%
CC(C)C[C@@H](COc1ccccc1)N1CCN(C)CCC1=O	9%
COc1cc(C(=O)NCC(=O)NCCSc2ccc(Br)cc2)cc(OC)c1OC	2%
CC(=O)NC12CC3CC(C1)CC(C(=O)Oc1ccc(N(C)S(=O)(=O)c4cc(C)ccc4C)cc1)(C3)C2	-6%
COCCn1c(C)cc(C(=O)COC(=O)Cc2n[nH]c(=O)c3ccccc23)c1C	-5%
Nc1cc(=O)[nH]c(SCC(=O)NC2CCCCCCC2)n1	5%
CC(C)(C)OC(=O)NCC(=O)NNC(=O)C(C(=O)OCc1ccccc1)c1ccccc1 (configuration not stated)	6%
O=C(O)c1ccc(NC(=O)c2cccc(S(=O)(=O)Nc3ccc(C(=O)O)cc3)c2)cc1	-5%
COc1ccc(NC(=O)COC(=O)CCC(=O)c2cccs2)cc1OC	-1%
O=[N+]([O-])c1ccc(CSc2nnc(-c3cccnc3)o2)cc1	2%
CC(C)C[C@H]1CN=C(Nc2ccccc2)N1CCC1CCCC1	3%
CC(C)c1ccc(C2(C)NC(=O)N(CC(=O)N3CCN(C(=O)c4cccs4)CC3)C2=O)cc1 (configuration not stated)	-1%
Cc1ccc(NC(=O)C2CC(=O)N(c3ccc4c(c3)OCCO4)C2)cc1S(=O)(=O)N1CCCCCC1 (configuration not stated)	-15%

Part of the list above in order of formula weight, lowest first.
SMILES	L3MBTL1 block
CC(C)C[C@@H](COc1ccccc1)N1CCN(C)CCC1=O	9%
O=[N+]([O-])c1ccc(CSc2nnc(-c3cccnc3)o2)cc1	2%
CCOC(=O)N1CCN(C(=O)c2ccc3c(c2)N(Cc2ccccc2)CCS3)CC1	-4%
CCN1CCN(Cc2ccc(NC(=O)c3cc(NC(=O)c4cncc(-c5cccs5)c4)cc(OC)c3)cc2C(F)(F)F)CC1	u

Carrying on.
SMILES	L3MBTL1 block
C[C@@H](OC(=O)N(C)Cc1ccccc1)[C@H]1O[C@]2(C)CCCC[C@H]1O2	0%
COCCOc1ccc(C(F)(F)F)cc1NC(=O)COC(=O)C1=COCCO1	11%
Cc1cccnc1NC(=O)Nc1cccc(Cl)c1	0%
COc1cccc(C(=O)NC2C(=O)N3C(C(=O)O)=C(COC(C)=O)CSC23)c1 (configuration not stated)	u
CN1C(=O)C(C)(C)c2cc(S(=O)(=O)N3CCN(c4ccccc4F)CC3)ccc21	9%
O=C(Nc1cc2c3c(c1)CC(=O)N3CCC2)c1ccc(Br)o1	0%
O=C(NCc1ccccc1)c1ccc(Cl)c(S(=O)(=O)N2CCCC2)c1	-8%
Cc1c(Cl)cccc1NC(=O)CNC(=O)CCCc1nc2ccccc2c(=O)[nH]1	4%
Cc1cc(C)cc(NC(=O)C2CC3CCC2C3)c1 (configuration not stated)	6%
CCN(C[C@H]1N[C@@](Cc2ccccc2)(C(=O)OC)[C@H]2C(=O)N(Cc3ccccc3)C(=O)[C@@H]12)C(=O)Nc1ccc(C(F)(F)F)cc1	-4%
O=C(COC(=O)c1cc[n+]([O-])cc1)Nc1ccc(Cl)cc1C(F)(F)F	-1%
C=CCNC(=O)C(=O)NCC1CCCN1S(=O)(=O)c1cccs1 (configuration not stated)	-1%
Cc1ccc(NC(=O)CCC(=O)Nc2ccc(C)cc2)cc1	-6%
Cc1ccc(C)c(S(=O)(=O)N2CCN(C(=O)CNC(=O)c3ccc4ccccc4c3)CC2)c1	-7%
CCCC(=O)Oc1ccc(C2NC(=O)c3ccccc3O2)cc1 (configuration not stated)	5%[2.29 µM]
Cc1ccn2c(=O)nc(SCC(=O)NCCc3ccccc3)nc2c1	1%
Cc1ccc2c(c1)N(C(=O)CCC(=O)N1CCCCC1)CCO2	4%
NC(=O)C1CCN(C(=O)c2cc(-c3ccc(Cl)s3)nc3ccccc23)CC1	1%
Cc1sc2ncn(CC(=O)NC3CCCCC3)c(=O)c2c1C	0%
Cc1ccc(-n2ncc3c(SCC(N)=O)ncnc32)cc1C	40%[activator]
CN(C(=O)CSc1nc2ccccc2o1)C1CCS(=O)(=O)C1 (configuration not stated)	0%
CC(=O)NC(c1cc(Cl)c2cccnc2c1O)C(C)C (configuration not stated)	-12%&-16%
Cc1cc(Cl)ccc1OCC(=O)OCC(=O)N1CCC(C(N)=O)CC1	1%
CCCc1nc(NCCCOCC)c2nnn(Cc3ccccc3)c2n1	1%
O=C(NCC1CCCO1)c1cccc(NS(=O)(=O)c2ccc(Br)cc2)c1 (configuration not stated)	-8%
SMILES	L3MBTL1 block
COc1ccc(NC(=O)Nc2cccc3c2O[C@H](CN(C)C(=O)Nc2c(C)noc2C)[C@@H](C)CN([C@H](C)CO)C3=O)cc1	9%
Oc1ccc(-c2cccc(-c3ccc(O)cc3)c2)cc1	3%[2.29 µM]
Cc1ccc(S(=O)(=O)N2C[C@@H]3CCCC[C@@H]3[C@@H](C)[C@H]2c2cn(Cc3ccccc3)c3ccc(F)cc23)cc1	5%
Cc1ccc(S(=O)(=O)N(C)c2ccc(OCC(=O)OCC(=O)N(CC#N)c3ccccc3)cc2)cc1	-1%
CCN(CC)CCCNC(=S)N1CCN(c2nc(-c3ccccc3)cs2)CC1	-9%
O=C(Cc1ccccc1F)Nc1cc(S(=O)(=O)N2CCOCC2)ccc1N1CCOCC1	2%
COc1ccc(C(=O)CSc2nc(C)cc(C)n2)cc1C	-3%
CC(C)(C)OC(=O)NCc1ccc(CNC(=O)c2[nH]cnc2C(=O)NCC(=O)OCc2ccccc2)cc1	-4%
O=C1NC(Cc2ccccc2)c2nc3ccc(Cl)cc3c(=O)n2-c2ccccc21 (configuration not stated)	-6%
Cc1cccc(C)c1OCC(=O)Nc1cccc(S(=O)(=O)N2CCCC2)c1	2%
CC(=O)Nc1ccc(N2C(=O)CC(Sc3nccc(C)n3)C2=O)cc1 (configuration not stated)	6%
CCCCCN(C(=O)CCC(=O)OCC(=O)N(CC#N)c1ccccc1)c1c(N)n(CCCC)c(=O)[nH]c1=O	-4%
CN(Cc1ccccc1)C1CCN(Cc2ccccc2[N+](=O)[O-])CC1	-18%
O=C1N[C@@H](Cc2c[nH]c3ccccc23)COC(=O)[C@@H](Cc2ccc(F)cc2)CC/C=C/C[C@@H]1CC(=O)N(CCO)Cc1ccccc1	-16%
CC(C)(C)c1ccc(C(=O)Nc2cccc(S(=O)(=O)NC3=NCCC3)c2)cc1	-3%
CCc1cccc(C)c1NC(=O)CSc1nnc(Cc2csc(C)n2)o1	4%
CCc1ccc(S(=O)(=O)Nc2nnc(N)s2)cc1	2%[2.29 µM]
C[C@]12c3[nH]c4ccc(Cl)cc4c3CCN1C(=O)[C@@H](CC(=O)NCc1ccco1)C[C@@H]2C(=O)N1CCOCC1	u
COc1ccc(-c2noc(CCC(=O)N3CCN(c4ccc(Br)cc4)CC3)n2)cc1	-7%
CCCCS(=O)(=O)N1CCCC(C(=O)N2CCOCC2)C1 (configuration not stated)	-2%
Cc1cc2occ(CC(=O)N(C)CC(=O)Nc3ccccc3C(F)(F)F)c2cc1C	0%
CC(=O)Oc1ccccc1C(=O)NC(C)CCc1ccccc1 (configuration not stated)	8%
CC(C)Oc1ccc(N2CC(C(=O)Nc3ccccc3C(=O)NC3CC3)CC2=O)cc1 (configuration not stated)	17%
NC(=O)CC(NC(=O)Cc1cccc2ccccc12)c1ccc(N2CCC(N3CCCC3)CC2)c([N+](=O)[O-])c1 (configuration not stated)	-3%
CCC1(CC)NC(=O)N(CC(=O)OCc2nc3cc(C(=O)OC)ccc3c(=O)[nH]2)C1=O	3%

3 compounds drawn at random from those above, as already listed:
SMILES	L3MBTL1 block
CN(Cc1ccccc1)C1CCN(Cc2ccccc2[N+](=O)[O-])CC1	-18%
NC(=O)CC(NC(=O)Cc1cccc2ccccc12)c1ccc(N2CCC(N3CCCC3)CC2)c([N+](=O)[O-])c1 (configuration not stated)	-3%
CC(=O)Nc1ccc(N2C(=O)CC(Sc3nccc(C)n3)C2=O)cc1 (configuration not stated)	6%

Further results follow.
SMILES	L3MBTL1 block
CCOC(=O)C1(CCOc2ccccc2)CCN(Cc2ccc(O)c(OCC)c2)CC1	-2%
Cc1cc(C)c(C#N)c(Nc2ccccc2F)n1	-5%
CCOc1ccc(NC(=O)C2CC(=O)N(CCc3ccccc3)C2)cc1OC (configuration not stated)	-2%
CC(C)Cn1c(N)c(C(=O)COC(=O)c2cccn2C)c(=O)n(C)c1=O	-10%
CC(C)c1ccc(S(=O)(=O)N2CCN(C(=O)c3ccncc3)CC2)cc1	1%
COc1ccccc1N(C)S(=O)(=O)c1ccc(C(=O)OCC(=O)Nc2ccc(C(N)=O)cc2)cc1	1%
O=S(=O)([O-])CCC[n+]1ccc(Oc2ccccc2)cc1	0%
CCCN1CCC(N2CCN(c3ccc([N+](=O)[O-])cc3)CC2)CC1	2%
CC(C)c1ccc(S(=O)(=O)N2CCN(C(=O)c3cc(-c4ccccc4)n[nH]3)CC2)cc1	2%
O=[N+]([O-])c1cc([N+](=O)[O-])c(Oc2cccc(Cl)c2Cl)cc1NN1CCCCC1	-6%
O=C(Nc1ccc(F)cc1)c1ccc2c(c1)S(=O)(=O)N=C1CCCCCN12	-3%
COc1ccccc1CNC(=O)C(C)Oc1ccccc1 (configuration not stated)	-5%
C#CCOCCOCCOCCNc1nc(N2CCN(C(=O)[C@H](CC(N)=O)n3cc([C@@H](N)C(C)C)nn3)CC2)nc(N2CCN(C(=O)[C@H](CC(N)=O)n3cc([C@@H](N)C(C)C)nn3)CC2)n1	-8%
COC(=O)[C@]1(Cc2ccccc2)N[C@H](CN(C)C(=O)c2ccc(F)cc2)[C@@H]2C(=O)N(C)C(=O)[C@@H]21	42%[activator]
COc1cc(CNC(C)c2ccccc2)cc(Br)c1OCc1ccccc1 (configuration not stated)	22%
O=C(COC(=O)C1CCCC1)Nc1cccc(Cl)c1Cl	18%
COCCNC(=S)N1CCN(Cc2ccc3c(c2)OCO3)CC1	1%
O=C(Cn1nc(Cl)nc1Cl)c1ccccc1	11%
C[C@H](CO)N1C[C@H](C)[C@@H](CN(C)C(=O)NC2CCCCC2)Oc2ccc(NC(=O)Cn3cnnn3)cc2C1=O	-2%
NS(=O)(=O)c1ccc(CCNC(=O)c2ccc(NS(=O)(=O)c3ccc4[nH]c(=O)[nH]c4c3)cc2)cc1	2%
CC(NS(=O)(=O)c1cc2c3c(c1)CCC(=O)N3CCC2)c1ccccc1 (configuration not stated)	1%
Cn1c(SCC(=O)NCc2ccc(F)cc2)ncc(C(=O)Nc2ccccc2)c1=O	25%
COc1ccc(NS(=O)(=O)c2ccc(C(=O)NCC3(N4CCOCC4)CCCCC3)cc2)cc1	-7%
CC(=O)c1ccccc1NC(=O)COC(=O)C1CCCN1S(=O)(=O)c1ccccc1F (configuration not stated)	34%[activator]
Cn1c(SCc2cccc(Br)c2)nc2c1c(=O)[nH]c(=O)n2C	0%
SMILES	L3MBTL1 block
Cc1ccc2c(c1)c1c3n2CCN(CCC(=O)O)C3CCC1 (configuration not stated)	-3%
COc1ccc(CN(CC(O)COCc2ccccc2)S(=O)(=O)c2ccccc2Br)cc1 (configuration not stated)	-3%
CSc1ccc(CN(C)CC(=O)Nc2ccccc2C(=O)NC2CC2)cc1	0%
CCCc1cc(=O)[nH]c2nnc(SCC(=O)Nc3nccs3)n12	7%
O=C(NCc1cccc(F)c1)c1cccc2c1C(=O)c1ccc(N3CCOCC3)cc1S2(=O)=O	6%
O=C(Nc1cccc2ncccc12)c1cc(Br)ccc1Cl	1%
Cc1ccc(S(=O)(=O)N2CCN(C(=O)c3cc4c(s3)CCCC4)CC2)c(C)c1	-1%
Cc1cc(C)cc(SCc2noc(C(=O)NC(C)C)c2C(=O)NC(C)C)c1	5%
CC(C)NS(=O)(=O)c1ccc(NC(=O)C(C)OC(=O)CCC2CCCCC2)cc1 (configuration not stated)	1%
COc1ccc(OCC(=O)Nc2cccc(S(=O)(=O)N(C)c3ccccc3)c2)c([N+](=O)[O-])c1	4%
Cc1csc(NC(=O)CN2C(=O)COc3ccc(Cl)cc32)n1	-5%
CC1CC(C)CN(C(=O)C(Cc2ccccc2)NC(=O)c2ccccc2)C1 (configuration not stated)	-2%

An excerpt; rates above refer to the full screens.
